High-throughput results: PubChem BioAssay, several laboratories
PvdQ inh: blocks Pseudomonas aeruginosa PvdQ acylase activity; purified PvdQ acylase, fluorescence plate reader; actives 0.063% (n = 340,000); inhibition, % at 10 µM; in the data active = inhibition above about 30%, passing the limit was not always enough;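 also: 0% = vehicle neutral wells and 100% = reference inhibitor wells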
HTR5A ag: counter-screen for OPRM1-OPRD1 agonists: human HTR5A agonism | activation, % at 9.3 µM | actives 0.61% (n = 340,000) | P47898 | HTR5A agonist assay, luminescence, cell-based; in the data active = activation mostly above about 9.5%, no sharp cut-off; inactive = mostly below about 7.6%;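 also: 0% = cells with vehicle only and 100% = reference agonist; strong numbers were not always called active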
MITF act: activators of MITF-driven TRPM1 promoter activity in SK-MEL-5 cells | SK-MEL-5 TRPM1-promoter luciferase, 24 h; % of positive control, neutral wells = 0 | activation, % at 12.5 µM | actives 0.75% (n = 300,000) | AID 588334;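 active = mean activation of at least 80% with every replicate also reaching 80%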;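 also: 0% = neutral control wells and 100% = parthenolide positive control wells; values of inactives mirror those of a sister screen read the other way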
dFosB act: mouse delta FosB homodimer activation | P13346 | purified delta FosB, TAMRA-CDK5 oligo fluorescence polarization; percent of positive-control signal above neutral wells | activation, % at 25 µM | actives 0.99% (n = 340,000);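 active = mean activation above about 17%, with every replicate also reaching it, limit read from the data, passing the limit was not always enough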;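 also: fluorescence polarization rise as delta FosB binds a TAMRA Cdk5 AP-1 oligo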
NSD2 inh: blocks human histone methyltransferase NSD2; AID 743445; actives 0.54% (n = 310,000); O96028; NSD2 peptide methylation, AlphaScreen, 120 min; inhibition, % at 12.5 µM; in the data active = inhibition above about 50%
Target sequence (O96028 whole entry, looked up): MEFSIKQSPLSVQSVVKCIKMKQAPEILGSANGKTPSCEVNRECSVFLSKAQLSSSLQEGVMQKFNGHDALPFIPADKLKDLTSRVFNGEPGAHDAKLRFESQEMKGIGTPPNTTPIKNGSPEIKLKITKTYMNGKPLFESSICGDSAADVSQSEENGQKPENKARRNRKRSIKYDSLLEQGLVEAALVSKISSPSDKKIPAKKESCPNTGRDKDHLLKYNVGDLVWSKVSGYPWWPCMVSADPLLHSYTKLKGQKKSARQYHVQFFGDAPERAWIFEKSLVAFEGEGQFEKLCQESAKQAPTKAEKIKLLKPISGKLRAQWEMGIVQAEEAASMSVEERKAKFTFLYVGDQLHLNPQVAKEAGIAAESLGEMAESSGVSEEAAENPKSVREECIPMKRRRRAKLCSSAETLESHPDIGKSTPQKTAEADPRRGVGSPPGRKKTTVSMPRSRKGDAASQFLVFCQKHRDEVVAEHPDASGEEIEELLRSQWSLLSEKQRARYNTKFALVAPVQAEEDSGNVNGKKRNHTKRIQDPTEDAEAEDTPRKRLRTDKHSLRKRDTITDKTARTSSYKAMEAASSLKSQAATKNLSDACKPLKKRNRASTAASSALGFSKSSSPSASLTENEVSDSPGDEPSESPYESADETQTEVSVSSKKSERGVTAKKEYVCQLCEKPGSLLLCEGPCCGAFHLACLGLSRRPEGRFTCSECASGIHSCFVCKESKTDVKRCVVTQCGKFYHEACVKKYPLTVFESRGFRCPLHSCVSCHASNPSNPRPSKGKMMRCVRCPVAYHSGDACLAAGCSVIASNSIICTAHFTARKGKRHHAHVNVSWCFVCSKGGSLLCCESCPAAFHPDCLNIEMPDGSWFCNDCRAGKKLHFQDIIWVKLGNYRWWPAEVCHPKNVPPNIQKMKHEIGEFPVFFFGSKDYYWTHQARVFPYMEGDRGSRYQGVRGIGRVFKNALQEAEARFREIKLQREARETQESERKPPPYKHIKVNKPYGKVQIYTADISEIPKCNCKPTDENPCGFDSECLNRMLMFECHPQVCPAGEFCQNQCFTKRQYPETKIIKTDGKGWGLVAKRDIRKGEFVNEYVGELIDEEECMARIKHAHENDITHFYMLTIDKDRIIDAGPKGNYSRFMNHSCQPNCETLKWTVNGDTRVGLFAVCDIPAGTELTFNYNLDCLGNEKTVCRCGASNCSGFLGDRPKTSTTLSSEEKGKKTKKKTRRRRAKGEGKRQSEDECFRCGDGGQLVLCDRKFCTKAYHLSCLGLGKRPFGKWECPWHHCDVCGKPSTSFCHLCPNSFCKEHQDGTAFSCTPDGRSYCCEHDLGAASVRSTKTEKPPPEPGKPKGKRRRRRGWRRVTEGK
Wnt act: Wnt/beta-catenin pathway activation; Wnt/beta-catenin reporter cell assay, activator, plate reader; activation, % at 9.35 µM; actives 1.2% (n = 300,000); AID 743398; in the data active = activation above about 30%, passing the limit was not always enough;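 also: 0% = neutral control wells and 100% = positive control wells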
V-ATPase pH: regulators of yeast V-ATPase proton transport. response, % at 10 µM. AID 504577. S. cerevisiae, pHLuorin cytosolic pH fluorescence. actives 0.37% (n = 350,000); in the data active = response mostly above about 7.3%, no sharp cut-off; inactive = mostly below about 5.4%; also: actives read high; inactives centre near 0; some compounds called inactive have numbers as strong as hits; reference of the scale not given here
CDK5 p35 inh: inhibitors of human CDK5/p35 kinase. Q00535+Q15078. Recombinant CDK5/p35, ADP-Glo luminescence, 60 min. inhibition, % at 10 µM. actives 0.01% (n = 330,000);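 active = highest replicate inhibition of at least 50% and at least 75% of replicates reaching 50%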;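 also: plate controls were DMSO neutral control for no effect and GW8510 at 10 µM for full effect; many of its hits are not listed in these tables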
HTR5A inv ctr: HTR5A inverse agonism, opioid heterodimer counter-screen. P47898. HTR5A cell line, luminescence. inhibition, % at 9.3 µM. actives 0.083% (n = 340,000). AID 504634; in the data active = inhibition mostly above about 23%, no sharp cut-off; inactive = mostly below about 18%;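 also: 0% = cells with DMSO and 100% = no-cell wells with DMSO; some compounds called inactive have numbers as strong as hits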
SR-BI HDL uptake: mouse SR-BI HDL lipid transfer inhibition; Q61009; inhibition, % at 12.5 µM; AID 488896; actives 0.96% (n = 320,000); ldlA[mSR-BI] CHO cells, DiI-HDL uptake fluorescence, 3 h;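 active = mean replicate inhibition of at least 70% and a set share of replicates each scoring 70 or more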;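 also: 0% = median of neutral control wells and 100% = median of positive control wells; values of inactives mirror those of a sister screen read the other way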
An asterisk follows results filed as active; x = not tested or not shown.

Every second line gives: PvdQ inh, HTR5A ag, MITF act, dFosB act, NSD2 inh, Wnt act, V-ATPase pH, CDK5 p35 inh, HTR5A inv ctr, SR-BI HDL uptake
1. COc1ccc(C(=O)CCN2CCCC(C)C2)cc1 (stereo not given)
    5, 3, -12, 0, -1, 1, 5, 1.6, -10, -5
2. O=C(O)Cn1nc(C(F)(F)F)c2c1CCCC2
    -8, x, -6, 5, -7, -1, 2, -0.8, x, -10
3. NC(=O)CSc1nnc2ccc(-c3ccc(Cl)cc3)nn12
    1, 5, -4, -18, x, 1, -1, -1.7, -18, x
4. CCn1c(COc2cccc(C)c2)nnc1SCC(=O)CC(=O)Nc1ccccc1OC
    8, 2, x, -7, 1, x, -7, 0.9, -8, 46
5. O=C(NC(Nc1ccc(F)cc1)(C(F)(F)F)C(F)(F)F)c1cccnc1
    -16, -4, -8, -9, -2, -1, 4, 1.2, -9, 13
6. Cc1ccc(C)c(Cn2nnc3c(=O)[nH]c(C4CCCN(C(=O)c5cccs5)C4)nc32)c1 (stereo not given)
    8, -2, -1, -15, 30, -1, 1, 1.5, -3, -13
7. CCOC(=O)CSc1nc(-c2ccccc2)nc2ccc(C)cc12
    4, -1, 2, -6, -1, 3, 0, -0.3, 4, 39
8. COc1ccc(CCNc2nc(C)c(C(C)=O)s2)cc1OC
    -7, 5, 4, -5, 1, x, 1, -5.4, -13, 2
9. CSc1ccccc1NC(=O)Nc1cccc(Cl)c1Cl
    -14, 9, 15, 26*, 0, -3, -3, -1.6, -23, 30
10. CC(NC(=O)c1cc(-c2cccs2)on1)c1ccccc1 (stereo not given)
    1, 4, 23, -7, -1, x, 0, -1.3, -18, -4
11. CN1C(=O)c2ccccc2N(C)C1c1ccccc1Cl (stereo not given)
    -14, -4, 5, 6, -2, -1, 4, -0.6, 11, -35
12. O=C(CSc1nnc(CNC(=O)c2ccccc2)o1)NCc1ccccc1Cl
    -14, -2, 3, -4, 4, 0, -2, -2.9, 5, -28
13. Fc1ccccc1CSc1ncnc2c1ncn2C1CCCCO1 (stereo not given)
    2, 6, 89*, -2, 9, 48*, 3, -0.3, -25, -4
14. CCN(Cc1ccncc1)C(=O)CCc1nnc(CCc2ccc(OC)cc2)o1
    3, 1, 5, -5, -3, -1, 2, -0.3, -3, -1
15. CC(O)c1ccc(Oc2cnccn2)cc1 (stereo not given)
    0, 3, 1, 4, -2, 1, 2, -1.0, -12, -19
16. Cc1cc(Cl)ccc1C(=O)C1CCCN(C(=O)CN2CCOC2=O)C1 (stereo not given)
    -6, 1, 4, -2, -2, 0, -3, 0.8, 6, -51
17. CCOC(=O)N/N=C1\CC(C)CC(C)(C)C1 (stereo not given)
    -1, -2, 5, -1, 1, 0, -1, 0.4, 2, 6
18. O=C(C1CC1)N1N=C(c2ccccc2)CC1(O)C(F)(F)F (stereo not given)
    -8, -1, 5, -1, -3, -1, -2, 0.9, 4, 7
19. CC1(c2ccccc2)NC(=O)N(CC(=O)Nc2cccc(/C=C/c3ccccn3)c2)C1=O (stereo not given)
    8, 12, 7, -15, -1, 6, 1, -1.6, -32, 62
20. Cc1cc(C(=O)N2CCN(c3ccccn3)CC2)no1
    -11, 1, -14, 2, 2, x, 0, 0.4, 21, -15
21. CCOc1cccc(CN2CCN(CCc3ccccc3)C(CCO)C2)c1O (stereo not given)
    7, -1, -9, -6, -2, -1, -2, -1.0, -14, 10
22. CCN1CCN(c2ccc(S(=O)(=O)N3CCCCC3)cc2NC(=O)c2cccc(F)c2)CC1
    1, 1, 1, -3, 27, -1, -3, 0.7, -8, -16
23. CC(=O)Nc1ccc2c(c1)nc1n2CCOC1
    -7, 0, 0, -3, -17, x, 0, -4.4, 7, -13
24. Cc1ccc(S(=O)(=O)N(C)c2ccccc2)cc1
    -15, 2, 1, -2, -8, -2, -1, 2.0, 6, 19
25. CCc1c(C(=O)NNC(=O)Nc2ccc3c(c2)OCO3)csc1C
    11, 3, 10, 2, 1, 0, 0, -0.1, 10, 12
26. CCOC(=O)[C@@H]1CSCCS(=O)(=O)N1Cc1ccccc1Br
    3, 3, -3, -10, x, -3, 0, 1.4, -12, -2
27. CC(C)c1cc(C(=O)N2CCCC(CCC(=O)NCc3ccccc3F)C2)n(C)n1 (stereo not given)
    -15, 0, -3, 6, -3, 1, -1, -1.8, 0, 2
28. CSc1ccc(/C=N/S(=O)(=O)c2ccccc2)cc1
    -8, 1, -11, 0, -1, 0, 4, -0.8, -3, 10
29. Cc1ccc(S(=O)(=O)N2CCC(C(=O)Nc3ncccc3O)CC2)cc1
    8, -4, -8, 3, 14, -4, -2, 0.4, -1, 13
30. Cc1ccc(NC(=O)CSc2nncn2-c2ccccn2)cc1Cl
    -6, -3, 6, 26*, 9, -4, 4, -0.3, 1, -13
31. CC12CCC(=O)N1C(C(=O)Nc1ccccc1N1CCCC1)CS2 (stereo not given)
    -4, -2, -8, 4, 2, 1, 2, -0.6, 5, -9
32. Cc1ccc(C)c(/C=N/Nc2ccccn2)c1
    -1, 1, 8, 2, 2, 12, -1, -1.8, -2, -6
33. CCN1C(=O)C(CC(=O)Nc2ccc(OC)cc2)N(Cc2ccco2)C1=S (stereo not given)
    -4, -1, 8, 3, 5, x, 2, -2.0, 4, -11
34. CCOC(=O)c1c(C)[nH]c(C)c1S(=O)(=O)NCc1cc(C)ccc1C
    -8, 5, 1, -13, 6, -3, 4, x, -16, -4
35. Cc1cc(C)n(CC(=O)c2cccc(N)c2)n1
    5, 1, 8, -6, -4, 1, -3, 2.2, 18, 6
36. CN(c1ccccc1)S(=O)(=O)c1cccc(C(=O)NNC(=O)c2ccncc2)c1
    -16, 4, -7, 0, x, -2, 1, 0.5, 2, -22
37. COc1ccc(NC(=O)CCCn2nc(C)c3c(C)n(-c4ccccc4)nc3c2=O)cc1
    -4, 5, -11, -4, -1, 0, 1, 0.2, 3, 5
38. CCOC(=O)c1c(NC(=O)c2ccc(C)cc2)sc2c1CC(C)(C)OC2
    -7, -2, -7, -12, -4, x, 1, -3.9, 25, 66
39. Cc1cc(O)c(C(=O)/C=C/c2ccc(Cl)cc2)c(=O)o1
    -13, 3, x, -8, 3, 15, 3, -1.0, -12, 24
40. CSc1nc(-c2ccco2)nn1C(=O)c1cccs1
    9, 4, -13, 0, 1, x, 4, -0.7, -16, -17
41. CC(C)Sc1nnc(CNC(=O)C23CC4CC(CC(C4)C2)C3)n1C1CCCCC1
    -6, 0, 15, -5, 2, x, 1, -1.2, 17, -7
42. CCN(C(=O)COc1ccc(C)cc1OC)c1cccc2ccccc12
    22, 0, -7, 5, 2, -3, 2, 0.7, 0, -1
43. Cn1cc([N+](=O)[O-])c(C(=O)Nc2ccc3c(c2)OCCO3)n1
    -7, -2, 8, -4, 2, x, -1, 4.6, 8, 6
44. CCCOc1ccc(-c2nnn(CC(=O)N3CCC(C)CC3)n2)cc1
    -7, 9, 3, -9, -5, x, -3, -0.1, -30, -9
45. CCCCN(C)CCNC(=O)Cn1ncc2c(=O)oc3ccc(C)cc3c21
    -2, 1, x, -6, x, 0, -2, -1.5, -2, -31
46. CCOC(=O)C1CCN(c2nc3ccccc3nc2C(C#N)C(=O)OC(C)COC)CC1 (stereo not given)
    -5, 0, 4, -3, -2, x, 0, -0.8, -24, -10
47. CNC(=O)COC(=O)/C=C/c1nc2ccccc2s1
    4, 4, 5, -13, 4, -2, 9, 0.2, 13, -4
48. Cc1ccc(Oc2nc3c(c(=O)n(Cc4ccccc4F)c(=O)n3C)n2C)cc1
    -2, -2, x, -5, 1, x, -4, -1.8, 6, 42
49. Cn1ncc2c(c(SCc3ccc(Cl)cc3Cl)nn2C)c1=O
    -6, -3, 14, 1, -2, 8, -1, -1.1, 1, 44
50. O=C(OCC(=O)N1CCCC1)c1cc([N+](=O)[O-])ccc1Cl
    -3, 1, 3, -5, -5, 2, -4, 3.6, 0, 5
51. CC(C)(C)c1ccc(C(=O)N2CCNC(=O)C2CC(=O)Nc2ccc(F)cc2)cc1 (stereo not given)
    0, 1, 1, -5, 1, -2, -5, 1.0, -20, 7
52. CN1CCc2c(sc3nc(SCC(N)=O)n(-c4ccc(Cl)cc4)c(=O)c23)C1
    16, -1, x, -2, -3, 2, -1, 0.6, 4, -12
53. O=C(COc1ccc2ccc(=O)oc2c1)N1CCN(c2ccccc2)CC1
    -15, 5, -1, -6, 0, -2, -3, 1.9, 8, 5
54. COc1cc2sc(-c3ccc(S(C)(=O)=O)cc3)c(C(=O)NCc3ccc(C)o3)c2cc1OC
    -9, 2, 17, -6, x, -1, 2, 0.2, 16, 11
55. CN(CC(=O)Nc1ccc(Cl)cc1)C(=O)CCc1c[nH]c2ccccc12
    -7, 1, -3, -7, 3, 3, -4, -1.0, 9, -9
56. Cn1cc(/C(Cc2ccccc2)=N\O)c2ccccc21
    -7, 2, x, -1, -3, -4, 6, -0.7, 19, 22
57. O=C(c1ccc(F)cc1)c1c[nH]c(C(=O)NCc2ccco2)c1
    -17, 6, 0, 6, 1, -3, 0, 0.7, -16, 14
58. O=C(Cn1cncn1)N/N=C/c1ccccc1O
    -13, 3, 4, -8, -1, 1, -5, 0.9, -16, x
59. COc1ccc(S(=O)(=O)N2CCCCCC2)cc1NC(=O)c1ccccc1S(C)(=O)=O
    -17, -7, -15, -11, 4, 0, -2, -0.2, 16, -6
60. O=C(CCC(=O)Nc1nnc(C2CCCCC2)s1)NCc1cccs1
    -8, 1, -1, 9, 3, -5, -2, 2.1, -6, -19
61. O=C1CN(C(=O)/C=C/c2ccco2)c2ccccc2N1
    -7, 2, 1, -9, 2, 2, 4, -1.2, -9, 14
62. O=C1N/C(=N\c2ccccn2)SC1Cc1ccccc1Cl (stereo not given)
    -4, -1, -3, -8, 49, -1, 2, 0.9, 4, 1

Shown field by field: entries from further up
(56) Cn1cc(/C(Cc2ccccc2)=N\O)c2ccccc21
  PvdQ inh = -7; HTR5A ag = 2; MITF act = x; dFosB act = -1; NSD2 inh = -3; Wnt act = -4; V-ATPase pH = 6; CDK5 p35 inh = -0.7; HTR5A inv ctr = 19; SR-BI HDL uptake = 22
(57) O=C(c1ccc(F)cc1)c1c[nH]c(C(=O)NCc2ccco2)c1
  PvdQ inh = -17; HTR5A ag = 6; MITF act = 0; dFosB act = 6; NSD2 inh = 1; Wnt act = -3; V-ATPase pH = 0; CDK5 p35 inh = 0.7; HTR5A inv ctr = -16; SR-BI HDL uptake = 14
